# EPAC2 antag = qHTS for Antagonist of cAMP-regulated guanine nucleotide exchange factor 2 (EPAC2): primary screen; EPAC2 GEF exchange of Rap1B-BODIPY-GDP, fluorescence; hit rate 0.18% among 360,000; AID 720708, 2013; Potency, µM (highest dose often 114 µM), without a hit: at the top dose activity, negative = inhibition, actives largely listed as inhibitors; further: potency means the concentration at half of the fitted maximal effect; on the % scale 0 is the no-effect control and ±100 the full control effect; nearly all actives have a fitted effect of over 45% in size; many of its hits are not listed in these tables
# EPAC1 agonist = qHTS for Agonist of cAMP-regulated guanine nucleotide exchange factor 3 (EPAC1): primary screen | Rap guanine nucleotide exchange factor 3 (Homo sapiens), O95398 | EPAC1 agonist qHTS, biochemical assay; response scale: 100% = response to 6.5 mM cAMP | Potency, µM (top dose mostly 154 µM), for the others: at the highest dose activation, actives largely listed as activators | hit rate 0.073% among 360,000; further: potency means the concentration at half of the fitted maximal effect; nearly all actives have a fitted effect of over 60% in size
#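 Fluorescent GDP-exchange assay: 100 nM EPAC1 with 250 nM Rap1B preloaded with BODIPY-GDP and 50 uM GDP; compounds tested as concentration series, 5 min at room temperature, then read every 5 min for 30 min (ex 480/em 540 nm); normalized to 6.5 mM cAMP.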
# WRN helicase inh = qHTS for Inhibitors of WRN Helicase; Bifunctional 3'-5' exonuclease/ATP-dependent helicase WRN (Homo sapiens), Q14191; WRN helicase unwinding, fluorescent forked duplex, kinetic; Potency, µM (series often up to 114 µM), without a hit: at the highest dose activity change, negative = inhibition, most hits filed as inhibitors; hit rate 0.46% among 360,000; further: potency means the concentration at half of the fitted maximal effect; on the % scale 0 is the no-effect control and ±100 the full control effect; nearly all actives have a fitted effect of over 55% in size
#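 WRN at 20 nM final was preincubated with compound for 15 min at room temperature; reaction started with 100 nM forked duplex oligonucleotide carrying fluorophore and quencher plus 2 mM ATP (final). Unwinding followed kinetically by red fluorescence (ex 525/em 598 nm).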
# MmCpn inh = Inhibitors of TCP-1 ring complex (TRiC) of Methanococcus maripaludis (MmCpn): qHTS | Chaperonin Mm-Cpn (Methanococcus maripaludis) | purified Mm-Cpn ATPase, ADP Transcreener TR-FRET | Potency, µM (top dose mostly 76.9 µM), without a hit: top-dose activity, negative = inhibition, usual class: inhibitors | hit rate 0.031% among 330,000 | AID 504842, 2011; further: potency means the concentration at half of the fitted maximal effect; on the % scale 0 is the no-effect control and ±100 the full control effect; nearly all actives have a fitted effect of over 80% in size
#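 Inhibition of chaperonin ATP hydrolysis is measured as reduced ADP production, detected by competitive TR-FRET in which signal falls with ADP. Final enzyme 25 nM and ATP 10 uM, reacted 30 min at 37°C.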
# PI5P4Ka inh = qHTS for Inhibitors of phosphatidylinositol 5-phosphate 4-kinase (PI5P4K) | Phosphatidylinositol 5-phosphate 4-kinase type-2 alpha (Homo sapiens), P48426 | PI5P4Kalpha enzyme, ADP-Glo luminescence, 60 min; active compounds read low | max response, % | hit rate 1.2% among 330,000 | AID 652105, 2013; active means max response of -50% or lower; inconclusive means between -30% and -50%; inactive means -30% or higher; further: value at the top dose of about 77 µM; on the % scale 0 is the no-effect control and ±100 the full control effect
# Target sequence (P48426 whole entry, looked up): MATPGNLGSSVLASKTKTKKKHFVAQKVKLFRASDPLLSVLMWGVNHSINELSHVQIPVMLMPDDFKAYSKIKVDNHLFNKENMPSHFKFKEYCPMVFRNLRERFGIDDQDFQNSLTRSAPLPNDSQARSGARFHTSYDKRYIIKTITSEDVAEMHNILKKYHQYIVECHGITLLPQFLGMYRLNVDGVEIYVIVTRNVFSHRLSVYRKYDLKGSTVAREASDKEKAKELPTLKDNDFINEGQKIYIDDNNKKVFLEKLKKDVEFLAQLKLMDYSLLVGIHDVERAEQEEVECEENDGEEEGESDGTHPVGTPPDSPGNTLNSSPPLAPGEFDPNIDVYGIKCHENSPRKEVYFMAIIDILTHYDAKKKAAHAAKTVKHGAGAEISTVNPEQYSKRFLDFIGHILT
#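 Human PI5P4Kalpha with substrate in 0.038 M HEPES pH 7.4, 0.28 mM EGTA, 0.1% CHAPS, 5% DMSO; reaction started with 5 microM ATP (final), 60 min at room temperature. ADP formed read by ADP-Glo luminescence.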
# EPAC1 antag = qHTS for Antagonist of cAMP-regulated guanine nucleotide exchange factor 3 (EPAC1): primary screen. EPAC1 GEF assay, Rap1b-BODIPY-GDP exchange fluorescence. Potency, µM (top dose mostly 115 µM), without a hit: at the highest dose activity change, negative = inhibition, hits mostly inhibitors. hit rate 0.14% among 360,000. AID 720709, 2013;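 further: potency means the concentration at half of the fitted maximal effect; plate controls were vehicle for no effect and positive control for full effect; nearly all actives have a fitted effect of over 50% in size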
# CCT chaperon mod = High-Throughput Screening for Modulators of Cytosolic Chaperonin Activity; purified chaperonin ATPase assay, HTRF ADP detection, 30 min; activity change, % (no concentration beside the values), hits read low; hit rate 0.3% among 360,000; AID 651819, 2012; in the data active means activity change below about -30%; further: on the % scale 0 is the no-effect control and ±100 the full control effect
#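 Enzyme 40 or 20 nM (batch-dependent) in Tris pH 7.4/KCl/MgCl2/DTT; cpd 76 uM single point; ATP 10 uM; 30 min 37 °C; Transcreener ADP HTRF detection, 30 min RT; ratio 665/615.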
# PLK1 PBD block = qHTS for Inhibitors of PLK1-PDB (polo-like kinase 1 - polo-box domain): Primary Screen | hit rate 2.8% among 360,000 | Potency, µM, inactives show max response, negative = inhibition, usual class: inhibitors | Serine/threonine-protein kinase PLK1 (Homo sapiens), P53350 | Plk1 PBD binding of FITC phosphopeptide, fluorescence polarization; further: potency means the concentration at half of the fitted maximal effect; series mostly up to about 57 µM; on the % scale 0 is the no-effect control and ±100 the full control effect; nearly all actives have a fitted effect of over 65% in size
# Target sequence (P53350 whole entry, looked up, the tested form may be a part): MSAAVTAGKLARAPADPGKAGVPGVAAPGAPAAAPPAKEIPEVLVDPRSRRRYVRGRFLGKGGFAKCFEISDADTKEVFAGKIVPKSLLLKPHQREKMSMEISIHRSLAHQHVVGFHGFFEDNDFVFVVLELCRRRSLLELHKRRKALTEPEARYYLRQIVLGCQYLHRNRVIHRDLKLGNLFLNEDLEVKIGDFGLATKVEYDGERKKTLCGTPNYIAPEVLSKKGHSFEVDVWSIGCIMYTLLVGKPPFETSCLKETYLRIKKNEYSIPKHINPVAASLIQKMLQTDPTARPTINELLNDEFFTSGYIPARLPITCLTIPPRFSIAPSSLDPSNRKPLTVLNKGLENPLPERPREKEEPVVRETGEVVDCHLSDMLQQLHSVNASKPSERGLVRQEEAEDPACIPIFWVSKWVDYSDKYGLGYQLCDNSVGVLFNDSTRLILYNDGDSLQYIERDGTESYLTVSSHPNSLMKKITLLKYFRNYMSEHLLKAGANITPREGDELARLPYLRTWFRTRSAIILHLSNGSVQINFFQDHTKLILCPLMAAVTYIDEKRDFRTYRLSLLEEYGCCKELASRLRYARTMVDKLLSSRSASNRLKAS
# The depositor's hits bear a star; ? = inconclusive; nt = no result given; [ ] = remark or other dose. Unless noted, the call rests on the fitted dose curve; in most records, active means well fitted curve in the direction sought with a large enough effect; inconclusive means small, poorly fitted or top-dose-only effect, or another doubt; inactive means no such curve, though single readings can be large; an effect the other way counts as inactive or inconclusive. Only part of the results is shown, so the mix of outcomes need not match the whole.
SMILES,EPAC2 antag,EPAC1 agonist,WRN helicase inh,MmCpn inh,PI5P4Ka inh,EPAC1 antag,CCT chaperon mod,PLK1 PBD block
Cc1ccc(OCC(=O)NC2CCCCCC2)cc1C,-16%,-2%,-1%,-4%,4,-18%,1.8,1%
CCS(=O)(=O)c1nc(S(=O)(=O)c2ccc(C)cc2)c(N2CC(C)OC(C)C2)s1 (centres undefined),-2%,-4%,4%,3%,2,10%,0.3,2%
Cc1ccc(/C=C(\C#N)C(=O)N2CCCC2)c(C)c1,-2%,5%,-11%,-1%,6,3%,-3.1,-7%
CCCCNCCCOc1ccc(C)cc1Br,11%,-5%,2%,-1%,5,-5%,0.6,-11%
Cc1cccc(NC(=S)NC(=O)c2oc3ccccc3c2C)n1,18%,-18%,-1%,-1%,-2,?,1.5,1%
COc1ccccc1CCCNC(=O)C1CCC(=O)N(CCc2ccc(Cl)cc2)C1 (centres undefined),-8%,10%,-33%,-4%,-9,-9%,-2.7,-10%
COC(=O)c1ccc2nc(-c3ccc(F)cc3)c(Cc3ccc(OC)cc3C)n2c1,-1%,4%,-13%,nt,6,-15%,-1.0,-2%
COCCN(C(=O)c1cc(Cl)nc2ccccc12)c1c(N)n(Cc2ccccc2)c(=O)[nH]c1=O,3%,9%,-2%,0%,0,1%,-5.7,-1%
COC(=O)c1ccc(C2/C(=C(/O)c3ccc4c(c3)CC(C)O4)C(=O)C(=O)N2Cc2ccncc2)cc1 (centres undefined),0%,-11%,-2%,-3%,1,-13%,-0.4,-12%
COc1ccc(-c2noc(N3CCC(C(=O)N(C)c4ccccc4C)CC3)n2)cc1,-14%,-2%,3%,2%,0,10%,0.7,-1%
CCCCCN(C(=O)NC(=O)Nc1ccccc1C)S(=O)(=O)c1ccccc1,-14%,-10%,14%,-3%,7,-25%,-0.4,-4%
CCCCc1nnc(NC(=O)CSCc2cc(=O)n3c(C)csc3n2)s1,-4%,9%,-4%,0%,0,5%,-5.3,-8%

# Among those listed so far, 3 contain four or more nitrogen atoms:
SMILES,EPAC2 antag,EPAC1 agonist,WRN helicase inh,MmCpn inh,PI5P4Ka inh,EPAC1 antag,CCT chaperon mod,PLK1 PBD block
COCCN(C(=O)c1cc(Cl)nc2ccccc12)c1c(N)n(Cc2ccccc2)c(=O)[nH]c1=O,3%,9%,-2%,0%,0,1%,-5.7,-1%
COc1ccc(-c2noc(N3CCC(C(=O)N(C)c4ccccc4C)CC3)n2)cc1,-14%,-2%,3%,2%,0,10%,0.7,-1%
CCCCc1nnc(NC(=O)CSCc2cc(=O)n3c(C)csc3n2)s1,-4%,9%,-4%,0%,0,5%,-5.3,-8%

# Additional compounds:
SMILES,EPAC2 antag,EPAC1 agonist,WRN helicase inh,MmCpn inh,PI5P4Ka inh,EPAC1 antag,CCT chaperon mod,PLK1 PBD block
CN(CCc1ccccc1)C(=O)c1cc(COc2cccc(C(F)(F)F)c2)on1,?,-5%,-12%,0%,38,-24%,0.7,0%
O=C(NCC1CCCCC1)C1CCN(C(=O)NC2CCCCC2)CC1,3%,-2%,-2%,1%,nt,11%,-0.7,-3%
O=C(N/N=C/c1ccc(N2CCOCC2)o1)c1ccccc1[N+](=O)[O-],-1%,6%,?,-5%,-16,6%,-4.0,1%
COc1ccc(CCNC(=O)C2CC(=O)N(c3ccc(C(C)(C)C)cc3)C2)cc1OC (centres undefined),4%,-5%,-20%,0%,-1,-7%,-1.2,-6%
O=C(/C=C/c1ccc(Br)cc1)NC1CCCCCC1,2%[57.1 µM],-13%,5%,2%,-1,14%,-2.3,-2%
COc1ccc(C)cc1NC(=O)CN1CCCN(S(=O)(=O)c2ccc(Br)cc2)CC1,-5%,10%,-1%,0%,26,3%,-1.5,-9%
N/C(=N\OCc1ccccc1)c1nonc1N,4%,7%,-3%,4%,0,-27%,0.6,3%
C=CCNc1nc2c(c(=O)[nH]c(=O)n2C)n1CCOc1ccccc1,7%,-6%,-6%,0%,2,-29%,0.0,4%
CCOC(=O)C1=C(CNCc2ccc(C)cc2)NC(=O)NC1c1cc(C)ccc1C (centres undefined),-2%,6%,-14%,2%,nt,-8%,-1.3,-6%
CCN(CC(=O)Nc1c(F)cccc1F)C(=O)c1ccccn1,-4%,1%,7%,0%,-3,0%,-1.2,-10%
Cc1cc(NC(=O)c2ccccc2C)ccc1NC(=O)c1ccccc1Cl,17%,-10%,2%,1%,0,-3%,-4.8,-1%
O=C(NC1CCCCC1)C(CCc1ccccc1)n1c(=O)c(-c2ccccc2)nc2ccccc21 (centres undefined),1%,2%,1%,nt,5,-7%,nt,-2%
Cc1ccc(/C(N)=N/OC(=O)c2ccco2)cc1,3%,1%,5%,1%,-1,-2%,0.3,1%
Cc1ccc(/C=C/C(=O)N2CCN(S(=O)(=O)c3cccs3)CC2)o1,-4%,9%,-7%,0%,-22,4%,0.8,-4%
N#CC(Sc1ccccn1)c1ccc(Cl)cc1 (centres undefined),?,0%,-18%[57.1 µM],-4%,8,-42%,-0.1,7.5µM*
CN1C(=O)c2c(C(=O)Nc3ccc(Oc4ccncc4)cc3)[nH]c(-c3ccccc3)c2C1=O,6%,-2%,-5%,nt,0,-7%,1.7,-2%
O=C1C(Cl)=C(NCc2cccnc2)C(=O)c2ccccc21,-12%,3%,-8%,-1%,4,-14%,-3.4,-26%
CN(CCCS(=O)(=O)[O-])c1ccc(/C=C/c2ccc3ccccc3[n+]2C)cc1,-5%,-3%,-1%,-8%,-3,2%,-1.7,-9%
C(=N\c1nc2ccccc2n1Cc1ccccc1)/c1cccs1,-2%,-1%,-4%,2%,nt,10%,-1.8,-9%
O=C(CN1CCOCC1)Nc1nc2cc([N+](=O)[O-])ccc2s1,8%,-1%,-26%[57.1 µM],-3%,0,9%,-1.0,-10%
Cc1ccnc(N2CCCC(C(=O)NC3CC3)C2)n1 (centres undefined),16%,-4%,3%,3%,0,-3%,0.7,-1%
O=C1S/C(=C\c2ccc(Cl)cc2)C(=O)N1CCn1cnnn1,5%,-10%,-4%,-7%,2,28%,0.9,-14%
O=C(Oc1nsnc1N1CCOCC1)N1CCCC1,4%,-1%,-1%,nt,0,-7%,-4.7,-10%
Cc1ccccc1-n1c(C)nnc1SCC(=O)N(C)C1CCS(=O)(=O)C1 (centres undefined),-5%,-4%,-5%,-1%,5,-5%,-3.2,2%
COc1ccc(S(=O)(=O)N(C)CC(=O)NCCN2CCOCC2)cc1,2%,10%,15%,0%,0,-9%,-0.6,0%
Clc1ccc(N2CCN(/N=C/c3cccnc3)CC2)cc1,0%,9%,-2%,2%,1,5%,1.8,-6%
Cc1cc(C(=O)N2CCC2(C)C(=O)NCC(C)(C)C)nn1C (centres undefined),-3%,12%,-5%,nt,-4,-4%,-1.1,-1%
CCOc1ccc(N2C(=O)CC(NCC3CCCO3)C2=O)cc1 (centres undefined),-3%,-5%,11%,1%,9,-10%,-5.2,-13%
Cc1ccc(SCc2[nH]nc3c2C2(C(=O)Nc4ccc(F)cc42)C(C#N)=C(N)O3)cc1 (centres undefined),-1%,2%,3%,3%,-3,-4%,-0.3,1%
C=CC1=CCN(S(=O)C(C)(C)C)[C@@H]1CCO (some centres undefined),-1%,-2%,-11%,nt,5,17%,1.0,-9%
Cc1cc(-c2ccccc2)c(C#N)c(=S)[nH]1,7%,6%,-24%,0%,?,4%,-0.6,-25%
Cc1ccc(Nc2nnc(SCC(=O)Nc3cccc(S(=O)(=O)NC4=NCCCCC4)c3)s2)c(C)c1,-12%,7%,-5%,-6%,-12,-5%,-11,-6%
Cc1cc(C)cc(C(=O)OCC(=O)NCc2ccco2)c1,10%,-6%,0%[11.6 µM],-2%,-30,-21%,-2.3,-13%
COc1cc(CNc2ncc(-c3ccc(Cl)cc3)n2C)cc(OC)c1OC,-1%,-4%,4%,2%,4,-10%,-1.2,-1%
O=C(CC1C(=O)NCCN1C(=O)c1ccccc1)Nc1cc(Cl)ccc1Cl (centres undefined),-2%,1%,-27%,2%,0,7%,-2.0,-11%
CN(C)Cc1cn(CC[C@@H]2CC[C@@H](NC(=O)Nc3ccccc3F)[C@@H](CO)O2)nn1,2%,-14%,1%,nt,3,0%,nt,-4%
NC(=S)N1N=C(c2ccccc2)CC1=O,-4%,2%,-8%,nt,-1,-12%,-1.4,-1%
CCOc1ccccc1N(C)C(=O)Cn1ncc2c([nH]c3ccccc32)c1=O,-14%,-2%,1%,0%,-6,0%,-2.4,-9%
COc1ccc(Cl)cc1C(=O)OCC(=O)c1c(N)n(C)c(=O)n(C)c1=O,-18%,-2%,-6%,nt,1,16%,0.4,-6%
CCCCOc1ccc(C(NC(=O)OCC)NC(=O)OCC)cc1,-1%,-9%,-10%,-1%,-5,-3%,-0.3,-22%
CC(CCc1ccccc1)NC(=O)CCCn1ncn2c(cc3occc32)c1=O (centres undefined),3%,0%,1%,2%,-1,-12%,-1.2,-10%
O=Cc1ccc(OC(=O)/C=C/c2ccccc2)cc1,2%,3%,11%,-2%,-2,-6%,-0.7,-13%
Cc1ccc(N2C(=O)C3CCC(C)(C2=O)C3(C)C)cc1 (centres undefined),1%,2%,-11%,-1%,3,11%,-2.3,3%
Cc1ccc2cc(NC(=O)C3(C)CCN3CC(C)C)ccc2n1 (centres undefined),17%,-10%,8%,nt,0,12%,-3.3,0%
O=C(CSc1ncnc2ccccc12)c1ccco1,0%,4%,-3%,-2%,-21,-4%,-1.9,?
O=C1CN(C(=O)COC(=O)CNC(=O)c2ccc(Cl)cc2)c2ccccc2N1,-11%,0%,-8%,1%,-1,?,-0.9,-10%
CSc1nsc(SCC(=O)NCc2ccccc2)n1,0%,6%,-8%,-4%,-1,-14%,0.9,-23%
O=C(c1ccc(C(F)(F)F)cc1)N1CCC(=O)N([C@H](COCc2ccc(Cl)cc2)Cc2ccccc2)CC1,-22%,-12%,-12%,nt,13,-6%,-0.5,7%
